NPR2 activator: GC-B (human) receptor activation | activation, % at 10 µM | 370,000 tested, 0.11% active | AID 1920062 | P20594 | HEK293-GC-B cells, CNP EC30, cGMP TR-FRET; 0% at EC30 CNP, 100% saturating CNP;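 active = activation at 10 µM reaching about 35% in either raw or pattern-adjusted values, limit read from the data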
Target sequence (P20594 whole entry, looked up): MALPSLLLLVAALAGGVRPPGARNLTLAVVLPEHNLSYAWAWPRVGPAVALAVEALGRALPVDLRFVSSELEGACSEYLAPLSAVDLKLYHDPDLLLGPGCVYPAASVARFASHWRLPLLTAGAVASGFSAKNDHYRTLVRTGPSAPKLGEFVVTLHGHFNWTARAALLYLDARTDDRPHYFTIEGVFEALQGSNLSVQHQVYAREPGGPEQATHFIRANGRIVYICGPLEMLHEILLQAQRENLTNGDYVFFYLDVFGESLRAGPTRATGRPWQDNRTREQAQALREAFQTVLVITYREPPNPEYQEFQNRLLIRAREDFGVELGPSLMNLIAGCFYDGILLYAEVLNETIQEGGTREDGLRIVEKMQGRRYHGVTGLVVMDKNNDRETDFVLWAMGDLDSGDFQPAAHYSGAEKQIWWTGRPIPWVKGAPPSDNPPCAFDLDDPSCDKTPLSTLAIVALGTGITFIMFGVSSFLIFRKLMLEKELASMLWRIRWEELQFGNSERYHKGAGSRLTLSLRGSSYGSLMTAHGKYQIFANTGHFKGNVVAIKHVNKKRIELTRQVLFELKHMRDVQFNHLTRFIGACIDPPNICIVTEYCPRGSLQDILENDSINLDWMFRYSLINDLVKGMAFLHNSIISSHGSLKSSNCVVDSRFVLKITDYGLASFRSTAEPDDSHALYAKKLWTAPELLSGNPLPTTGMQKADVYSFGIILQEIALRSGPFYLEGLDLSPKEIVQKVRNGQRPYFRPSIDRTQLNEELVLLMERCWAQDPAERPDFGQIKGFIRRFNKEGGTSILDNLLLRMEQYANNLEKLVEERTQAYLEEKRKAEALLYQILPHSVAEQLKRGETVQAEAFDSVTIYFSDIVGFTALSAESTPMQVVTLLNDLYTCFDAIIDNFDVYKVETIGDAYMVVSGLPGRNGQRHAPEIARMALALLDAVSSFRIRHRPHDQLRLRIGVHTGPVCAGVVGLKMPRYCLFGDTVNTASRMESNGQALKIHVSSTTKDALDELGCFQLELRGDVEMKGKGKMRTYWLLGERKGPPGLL
HTRA1 inhibitor: inhibitors of human serine peptidase HTRA1; 340,000 tested, 0.5% active; recombinant HTRA1, FP-rhodamine activity-based probe, fluorescence polarization; inhibition, % at 5.96 µM; Q92743; AID 504803; in the data active = inhibition above about 36%;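 also: 0% = enzyme with DMSO and 100% = wells lacking enzyme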
Starred values were filed as active, the others as inactive; nt = not tested or not shown. A portion of the library, so the mix of outcomes need not match the whole.

Preview:
SMILES	NPR2 activator	HTRA1 inhibitor
O=[N+]([O-])c1ccc(CN2CC=C(c3ccccc3)CC2)cc1	nt	-0.6
CCCCn1c(=O)c(C(=O)Nc2ccc(C)cn2)c(O)c2ccccc21	nt	-6.1
N=c1c2c(n(Cc3ccc(Cl)cc3Cl)c3c1CCC3)CCCC2	nt	0.2
CCN1C[C@]2(CO)CC[C@H](OC)[C@@]34C5C[C@H]6[C@H](OC)C5[C@](O)(C[C@H]6OC)[C@@](O)(C(OC)C23)[C@@H]14 (some centres not stated)	nt	0.2
O=[N+]([O-])c1cccc(CCl)c1	nt	2.9
CN1CCN(c2nc3ccccn3c(=O)c2C=C2C(=O)N(C)C(=O)N(C)C2=O)CC1	nt	4.8
CC(C)C[C@H]1C(=O)N2CCC[C@H]2[C@]2(O)O[C@](NC(=O)[C@@H]3C=C4c5cccc6[nH]cc(c56)C[C@H]4N(C)C3)(C(C)C)C(=O)N12	nt	41.9*
C[C@@H]1O[C@@H](O[C@H]2C[C@@H](O)[C@]3(CO)[C@H]4[C@H](O)C[C@]5(C)[C@@H](C6=CC(=O)OC6)CC[C@]5(O)[C@@H]4CC[C@]3(O)C2)[C@H](O)[C@H](O)[C@H]1O	nt	2.3
Cc1ccc(C[n+]2c(-c3ccc(C)cc3)cc(-c3ccc(C)cc3)cc2-c2ccc(C)cc2)cc1	nt	-18.6
C[C@H]1[C@@H](OS(=O)(=O)O)C[C@@H]2C[C@H]([C@@H](O)c3cc(=O)[nH]c(=O)[nH]3)NC3=NC[C@H]1N32	nt	4.9
COc1ccc(C=O)cc1	nt	5.8
COC(=O)C1=C(c2ccc(Cl)c(C(F)(F)F)c2)C[C@@H]2CC[C@H]1N2C(=O)N1CCC(C)CC1	nt	-3.7
C=C(COC(C)=O)CC1CC(O)[C@]2(C)OC3CC4OC5C[C@]6(C)O[C@]7(C)CCC8OC9C[C@]%10(C)OC%11C(C)=CC(=O)OC%11CC%10OC9C[C@@H](C)C8OC7CC6O[C@]5(C)C/C=C\C4OC3CC2O1 (some centres not stated)	nt	1.4
Cc1ccc(N2C(=O)/C(=C/c3ccc(CN(CCC#N)S(C)(=O)=O)o3)C(=O)NC2=S)cc1	nt	18.1
CCN(CC)c1ccc(CC2C(=O)N(C)C(=O)N(C)C2=O)cc1	nt	-21.7
CN1CC[C@@]2(C)c3cc(O)ccc3N(C)C2O1 (some centres not stated)	nt	11.1

The whole of this part, previewed entries included:
SMILES	NPR2 activator	HTRA1 inhibitor
O=[N+]([O-])c1ccc(CN2CC=C(c3ccccc3)CC2)cc1	nt	-0.6
CCCCn1c(=O)c(C(=O)Nc2ccc(C)cn2)c(O)c2ccccc21	nt	-6.1
N=c1c2c(n(Cc3ccc(Cl)cc3Cl)c3c1CCC3)CCCC2	nt	0.2
CCN1C[C@]2(CO)CC[C@H](OC)[C@@]34C5C[C@H]6[C@H](OC)C5[C@](O)(C[C@H]6OC)[C@@](O)(C(OC)C23)[C@@H]14 (some centres not stated)	nt	0.2
O=[N+]([O-])c1cccc(CCl)c1	nt	2.9
CN1CCN(c2nc3ccccn3c(=O)c2C=C2C(=O)N(C)C(=O)N(C)C2=O)CC1	nt	4.8
CC(C)C[C@H]1C(=O)N2CCC[C@H]2[C@]2(O)O[C@](NC(=O)[C@@H]3C=C4c5cccc6[nH]cc(c56)C[C@H]4N(C)C3)(C(C)C)C(=O)N12	nt	41.9*
C[C@@H]1O[C@@H](O[C@H]2C[C@@H](O)[C@]3(CO)[C@H]4[C@H](O)C[C@]5(C)[C@@H](C6=CC(=O)OC6)CC[C@]5(O)[C@@H]4CC[C@]3(O)C2)[C@H](O)[C@H](O)[C@H]1O	nt	2.3
Cc1ccc(C[n+]2c(-c3ccc(C)cc3)cc(-c3ccc(C)cc3)cc2-c2ccc(C)cc2)cc1	nt	-18.6
C[C@H]1[C@@H](OS(=O)(=O)O)C[C@@H]2C[C@H]([C@@H](O)c3cc(=O)[nH]c(=O)[nH]3)NC3=NC[C@H]1N32	nt	4.9
COc1ccc(C=O)cc1	nt	5.8
COC(=O)C1=C(c2ccc(Cl)c(C(F)(F)F)c2)C[C@@H]2CC[C@H]1N2C(=O)N1CCC(C)CC1	nt	-3.7
C=C(COC(C)=O)CC1CC(O)[C@]2(C)OC3CC4OC5C[C@]6(C)O[C@]7(C)CCC8OC9C[C@]%10(C)OC%11C(C)=CC(=O)OC%11CC%10OC9C[C@@H](C)C8OC7CC6O[C@]5(C)C/C=C\C4OC3CC2O1 (some centres not stated)	nt	1.4
Cc1ccc(N2C(=O)/C(=C/c3ccc(CN(CCC#N)S(C)(=O)=O)o3)C(=O)NC2=S)cc1	nt	18.1
CCN(CC)c1ccc(CC2C(=O)N(C)C(=O)N(C)C2=O)cc1	nt	-21.7
CN1CC[C@@]2(C)c3cc(O)ccc3N(C)C2O1 (some centres not stated)	nt	11.1
CCn1c(O)c(C(=O)CC2NCCc3ccccc32)c(=O)n(CC)c1=S (configuration not stated)	nt	-9.2
CCN1/C(=C\C=C\C2=[N+](CC)c3ccccc3C2(C)C)C(C)(C)c2ccccc21	nt	-313.9
CCN1C(=O)NC(=O)/C(=C\c2cn(CC(=O)N3CCCCC3C)c3ccccc23)C1=O (configuration not stated)	nt	4.2
COC(=O)C1CN(C#N)N(c2ccc(Cl)cc2)C12c1ccccc1-c1ccccc12 (configuration not stated)	nt	-25.6
O=[N+]([O-])c1ccc(NC2CCCC2)c2ccncc12	nt	-15.7
COC(=O)C1=C(c2ccc(C(C)=O)cc2)C[C@@H]2CC[C@H]1N2C(=O)NC1Cc2ccccc2C1	nt	-2.0
CC(C)C[C@H]1C(=O)N2CCCC2[C@]2(O)O[C@](NC(=O)[C@@H]3C=C4c5cccc6[nH]cc(c56)CC4N(C)C3)(C(C)C)C(=O)N12 (some centres not stated)	nt	45.2*
COCCCNC(=O)Cn1cc(/C=C2\C(=O)NC(=O)N(c3ccccc3F)C2=O)c2ccccc21	nt	2.4
COC(=O)C1=C(c2ccc3ccccc3c2)C[C@@H]2CC[C@H]1N2C(=O)NCCNC(C)=O	nt	7.4
CCCCCCn1c(=O)c(C(=O)Nc2cccc(C)n2)c(O)c2ccccc21	nt	1.5
C[C@]12CC[C@@H](O)C[C@@H]1CC[C@@H]1[C@@H]2CC[C@]2(C)C(=O)[C@H](O)C[C@@H]12	nt	-5.1
CCCNC(=O)c1c(N)n(Cc2ccc3c(c2)OCO3)c2nc3ccccc3nc12	nt	1.0
COC(=O)C1=C(c2ccc(F)cc2OCc2ccccc2)C[C@@H]2CC[C@H]1N2C(=O)NCc1cc(C)oc1C(F)(F)F	nt	-26.3
COC(=O)C1=C(c2c(C)noc2C)C[C@@H]2CC[C@H]1N2C(=O)NCCO	nt	4.7
COC(=O)C1=C(c2c(C)noc2C)C[C@@H]2CC[C@H]1N2C(=O)N1CCc2cc(OC)c(OC)cc2C1	nt	0.6
COC(=O)C1=C(c2ccc(F)cc2OCc2ccccc2)C[C@@H]2CC[C@H]1N2C(=O)N1CCC(C)CC1	nt	-30.4
O=C1/C(=C\c2cc3c(cc2Br)OCO3)N2CCC1CC2	nt	-4.6
COc1cccc(N2CCN(Cc3ccc(Cl)cc3)CC2)c1	2.6	-3.1
CCOC(=O)C1=C(N)Oc2cc(C)oc(=O)c2C12C(=O)N1c3c(cccc32)C(C)CC1(C)C (configuration not stated)	-10.3	-1.9
FC(F)(F)/C(=N\P(=S)(N1CCOCC1)N1CCOCC1)N1CCOCC1	-5.1	1.5

Exported in markdown: 2 of the compounds above
| structure | NPR2 activator | HTRA1 inhibitor |
| --- | --- | --- |
| COC(=O)C1=C(c2c(C)noc2C)C[C@@H]2CC[C@H]1N2C(=O)NCCO | nt | 4.7 |
| COC(=O)C1=C(c2c(C)noc2C)C[C@@H]2CC[C@H]1N2C(=O)N1CCc2cc(OC)c(OC)cc2C1 | nt | 0.6 |
